Compound activity deposited in PubChem BioAssay by National Center for Advancing Translational Sciences (NCATS).
TbPYK inhibitor = qHTS of Trypanosoma Brucei Inhibitors | pyruvate kinase (Trypanosoma brucei), Q57TT1 | TbPYK enzyme, Kinase-Glo Plus ATP luminescence, 45 min | Potency, µM (doses to about 76.8 µM), without a hit: at the highest dose activity, negative = inhibition, most hits filed as inhibitors | actives 0.12% (n = 410,000) | AID 624173, 2012; active = well fitted inhibition curve with a large enough effect; inconclusive = small, poorly fitted or top-dose-only effect; also: nearly all actives have a fitted effect of over 50% in size
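ADP (130 uM final) triggers the TbPYK reaction after compound addition; incubation is 45 min at room temperature. Kinase-Glo Plus is then added and luminescence imaged. Normalized data are fitted to concentration-effect curves.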
Active calls of the source: *; ? = inconclusive; [ ] = dose if it differs, or a comment. % is scaled to controls: 0 for no effect and ±100 for the full control effect; potency is read from the fitted curve at half-maximal effect. These rows are one share of the data; count on the stated rates, not on these rows.

mol	TbPYK inhibitor
COc1ccccc1Cc1nc2ccccc2nc1SCC(=O)NCc1ccc(C)cc1	0.9%
Cc1ccc2c(=O)cc(C(=O)Nc3c(C(=O)Nc4cccc(Cl)c4)oc4ccccc34)oc2c1	-1.2%
CCCCc1nn2c(=O)cc(COC(=O)C(C)Oc3ccccc3)nc2s1 (stereo not given)	-20.2%
Cc1ccccc1OCC(=O)Nc1ccc2nc(SCC(=O)N3CCCC3)sc2c1	-6.2%
CCOC(=O)c1ccc(N2C(=O)c3n[nH]c(-c4ccco4)c3C2c2ccc(O)cc2)cc1 (stereo not given)	-2.9%
Cc1ccc(CN(C(=O)COc2ccc([N+](=O)[O-])cc2)c2ccccn2)cc1	1.6%
Cc1sc(-c2cc3c([nH]c2=O)CC(c2ccccc2)CC3=O)nc1-c1ccc(Cl)cc1 (stereo not given)	-6.6%
CCOc1ccc(CNC(=O)C2=Cc3cc(Br)ccc3OC2)cc1OC	2.2%
COc1cccc(NC(=O)Cn2c(=O)n(CCc3ccc(OC)c(OC)c3)c(=O)c3ccccc32)c1	2.8%
Cc1ccc(Cl)cc1N1CCN(C(=O)CCCCCn2c(=O)[nH]c3ccccc3c2=O)CC1	0.4%
COc1cc(OC)cc(N2C(=O)CSC23C(=O)Nc2ccccc23)c1 (stereo not given)	5.5%
O=C(CN1CCCN(Cc2ccccc2Cl)S1(=O)=O)NCc1ccccc1	3.1%[15.4 µM]
O=C(NC1CC(=O)N(c2ccccc2)C1)c1ccc(S(=O)(=O)N2CCCCC2)cc1 (stereo not given)	-5.5%
COc1cccc(N2CCN(C(=O)C3Cc4ccccc4N3C(C)=O)CC2)c1 (stereo not given)	-5.1%
O=C(CNC(=O)c1ccc(Cl)cc1)OCc1cc(=O)n2nc(C3CCCCC3)sc2n1	3.6%
COc1cc(C2c3c(oc4ccccc4c3=O)C(=O)N2Cc2ccc(C)cc2)ccc1O (stereo not given)	-1.9%
Cc1cccc(Cn2cc(S(=O)(=O)c3ccc(Cl)cc3)c(=O)c3cc4c(cc32)OCO4)c1	2.5%
O=C(NCc1ccccc1Cl)c1ccc2c(c1)NC(=O)C(CS(=O)(=O)Cc1ccc(F)cc1Cl)N2 (stereo not given)	-3.2%
COc1ccccc1NC(=O)c1cc2c(-c3ccccc3)nn(-c3ccccc3)c2s1	0.3%
COc1ccc(-c2nc(-c3ccc(C(=O)O)cc3)no2)cc1	3.0%
CCOc1ccc(Nc2nc(Nc3ccc(OCC)cc3)nc(N3CCOCC3)n2)cc1	2.8%
COc1cccc(-c2nc(SCC(=O)NCc3ccco3)c3c(=O)n(C)c(=O)n(C)c3n2)c1	0.2%
O=S(=O)(Nc1ccc(-c2ccc(N3CCCC3)nn2)cc1)c1cccc(C(F)(F)F)c1	-2.8%
COc1ccc(-c2cc(C(=O)NCCc3ccc(OC)c(OC)c3)c3ccccc3n2)cc1	-8.0%
CC(C)CN1CC2(CCN(S(=O)(=O)c3ccccc3)CC2)C1	-4.7%
COc1ccc(CNC(=O)CCC(=O)N2CCSc3ccccc32)cc1	-3.5%
CCOC(=O)c1ccc(N2C(=O)c3[nH]nc(-c4ccc(OCC)cc4)c3C2c2ccc(OC)cc2OC)cc1 (stereo not given)	5.5%
COc1cc(CCC(=O)NCc2ccc3c(c2)CCN3C(=O)c2cccc(C)c2)cc(OC)c1OC	2.8%
N#C/C(=C\c1ccc(F)cc1)C(=O)NCC1CCCO1 (stereo not given)	-1.6%
Cc1cc(C)c(S(=O)(=O)NCCc2csc3nc(-c4ccc(Cl)cc4)nn23)c(C)c1	-1.6%

Next part:
mol	TbPYK inhibitor
CCOc1ccccc1C(=O)NCc1nc2cccnc2n1Cc1ccc(C)cc1	2.5%
COc1ccc(C2NC(=O)N(C)C3=C2C(=O)N(c2cccc(C(=O)O)c2)C3)cc1 (stereo not given)	-10.8%
COc1ccc(CNC(=O)C2CCCN(C(=O)c3cnn(-c4ccc(F)cc4)c3-n3cccc3)C2)cc1 (stereo not given)	-3.1%
Cc1ccc(CN(C(=O)COc2ccc(Cl)cc2)c2ccccn2)o1	-11.9%
CCCn1c(=O)sc2cc(NC(=O)c3ccc(OC)c(Br)c3)ccc21	-1.0%
CCOCCOC(=O)c1ccc(NC(=O)/C=C/c2ccc(OC)c(OC)c2)cc1	-4.9%
COc1ccc(-c2cc(C(=O)Nc3c(Cl)cccc3Cl)no2)cc1OC	-3.8%
COc1cccc(-c2noc(-c3cc(C(C)C)[nH]n3)n2)c1OC	-5.1%
Cc1ccc(CN2CCSc3ccc(C(=O)Nc4ccc(F)cc4F)cc32)cc1	3.1%
CN(Cc1ccccc1)C(=O)c1nc(-c2ccc(Cl)cc2)n2c1CCCCC2	-0.6%
Oc1ccc2c3c1OC1C(O)C=CC4[C@@H](C2)NCC[C@]314 (stereo not given in full)	-7.0%[157 µM]
COc1ccccc1N1CCN(C(=O)Cn2c(=O)n3nc(-c4cccc(F)c4)nc3c3ccccc32)CC1	-4.0%
Cc1ccc(S(=O)Cc2nc(-c3ccc(C(=O)NC(C)c4ccccc4)cc3)oc2C)cc1 (stereo not given)	-13.9%
CC(=O)N1CCc2c(sc3c2c(=O)n(CCc2ccccc2)c(=O)n3Cc2ccc(Cl)cc2)C1	2.3%
CCN(C(=O)Cn1nnc2sc3c(c2c1=O)CCC(C(C)(C)C)C3)c1cccc(C)c1 (stereo not given)	-5.5%
CC(CNC(=O)c1nnc(Cc2cccc(F)c2)o1)c1ccccc1 (stereo not given)	0.4%
O=C(Cn1ncc2c3ccccc3n(Cc3ccc(F)cc3)c2c1=O)NCCC1=CCCCC1	-0.9%
Cc1ccc(NC(=O)CN(C)S(=O)(=O)c2cnc[nH]2)cc1	-1.3%
CC(=O)c1ccc(NC(=O)c2ccc(-c3ccc(Cl)cc3)o2)cc1	0.1%
O=C(CSc1nc(-c2cccc(F)c2)[nH]c1-c1ccccc1)Nc1ccc2c(c1)OCCO2	3.3%
COc1ccc(-c2cc(C)no2)cc1S(=O)(=O)NCc1ccco1	7.9%[15.4 µM]
CCOc1ccc(NC(=O)Cn2cc(C(=O)c3ccc(CC)cc3)c(=O)c3ccc(C)nc32)cc1	-18.7%
COc1ccc(OC)c(CNC(=O)c2cc3cc4ccc(OC)cc4nc3o2)c1	0.2%
COc1ccc(Nc2cc(C(=O)NC3CCC(C)CC3)c3ccccc3n2)cc1OC (stereo not given)	-0.3%
O=C(c1ccc2c(c1)N(Cc1ccccc1)C(=O)c1ccccc1S2(=O)=O)N1CCOCC1	3.9%
CCOc1ccccc1CNC(=O)c1ccc(CS(=O)Cc2cccc(Cl)c2)o1 (stereo not given)	0.8%
CCc1ccc(-n2nc3cc(C)c(NC(=O)c4cccc5ccccc45)cc3n2)cc1	0.0%
COc1ccc(-n2nnnc2C2CCN(S(=O)(=O)c3ccc(C(C)(C)C)cc3)CC2)cc1	-3.1%
CC(=O)c1cc(-c2ccccc2)n(CCC(=O)NCCc2ccccc2)c1C	-4.4%[15.4 µM]
Cc1ccc(CCNC(=O)c2cccc(Nc3nc4ccccc4nc3-n3nc(C)cc3C)c2)cc1	1.7%

Exported field by field: 4 of the compounds above
CC(CNC(=O)c1nnc(Cc2cccc(F)c2)o1)c1ccccc1 (stereo not given)
  TbPYK inhibitor: 0.4%

O=C(Cn1ncc2c3ccccc3n(Cc3ccc(F)cc3)c2c1=O)NCCC1=CCCCC1
  TbPYK inhibitor: -0.9%

Cc1ccc(NC(=O)CN(C)S(=O)(=O)c2cnc[nH]2)cc1
  TbPYK inhibitor: -1.3%

CC(=O)c1ccc(NC(=O)c2ccc(-c3ccc(Cl)cc3)o2)cc1
  TbPYK inhibitor: 0.1%

New compounds follow.
mol	TbPYK inhibitor
CCCCN(C)CCNC(=O)c1c(C)oc2ncnc(N3CCOCC3)c12	0.0%
COc1cccc(NC(=O)N(Cc2c[nH]c3ccccc23)C2CCCCC2)c1	0.6%
CCOc1ccc2nc(N3CCN(C(=O)c4ccc5c(c4)CCCC5)CC3)sc2c1	-1.9%
Cc1cccc(OCC(=O)Nc2c(C)ccc3nsnc23)c1C	-6.5%
Cc1ccc(S(=O)(=O)N2CCCc3cc(NS(=O)(=O)c4cc(C)ccc4C)ccc32)cc1	-3.3%
COc1ccc(S(=O)(=O)N2Cc3ccccc3CC2C(=O)Nc2ccc(C)cc2C)cc1OC (stereo not given)	1.3%
O=C(Cn1cc(S(=O)(=O)Cc2cccc(Cl)c2)c2ccccc21)Nc1ccccc1Cl	6.0%[15.4 µM]
Cc1ccc(NC(=O)CSc2nc3c(c(=O)[nH]2)CCC3)cc1Cl	3.2%
COc1ccc(CCNC(=O)C(=O)NCC(c2cccs2)S(=O)(=O)c2ccccc2)cc1 (stereo not given)	0.8%
CC(=O)c1ccc(NC(=O)c2ccc(CN3C(=O)CCn4nc(C)cc43)cc2)cc1	-2.2%[15.4 µM]
Cc1cc2c(cc3c(SCC(=O)Nc4cccc(Cl)c4C)nnc(C)n32)o1	-1.5%
CCCCCn1c(=O)[nH]c2cc(C(=O)Nc3ccc(OC)c(OC)c3)ccc2c1=O	-7.8%
CCOc1ccc(-c2csc3ncnc(Nc4cccc(O)c4)c23)cc1	-6.6%
Cc1ccc(NC(c2nnc(-c3ccccc3)o2)c2ccccc2F)c(Cl)c1 (stereo not given)	-2.4%
COc1ccc(Cl)cc1NC(=O)Cn1c(=O)c(-c2ccccc2NC(C)=O)nc2ccccc21	-3.2%
CC(C)(C)C(=O)Cn1c(=O)n(-c2ccc(Cl)cc2)c(=O)c2c3c(sc21)CCCC3	-5.3%
Cc1ccc(C)c(NC(=O)CSc2nc(=O)n(CCN(C)C)c3c2CCC3)c1	-1.9%
O=C(CSc1ccc2nc(-c3ccccc3)cn2n1)Nc1cccc(F)c1	-8.1%
Cc1ccc(CN2C(=O)c3ccccc3Sc3ccc(C(=O)N4CCOCC4)cc32)cc1	-1.6%
CCc1ccc(NC(=O)c2nnn(Cc3cccc(C(F)(F)F)c3)c2N)cc1	-0.7%
COc1ccc(CNC(=O)C(CCSC)NS(=O)(=O)c2ccc3c(c2)oc(=O)n3C)cc1 (stereo not given)	0.0%
CC(C)c1ccc(NC(=O)[C@H]2O[C@@H]3OC(C)(C)O[C@@H]3[C@H]3OC(C)(C)O[C@H]32)cc1	?
O=C(NCC(c1ccco1)S(=O)(=O)c1cccs1)c1ccccc1 (stereo not given)	1.9%
Cc1cccc(N2C(=O)CSC23C(=O)N(Cc2cccc(F)c2)c2ccccc23)c1 (stereo not given)	3.8%
Cc1ccccc1NC(=O)CSc1nc2ccc(NC(=O)c3ccccc3)cc2s1	3.1%
Cc1cc(C)c(/C=C/c2onc(C)c2S(=O)(=O)N2CCC(C(=O)N(C)Cc3ccccc3)CC2)c(C)c1	-3.0%
CO[C@]1(NC(=O)Cc2cccs2)C(=O)N2C(C(=O)O)=CC(COC(N)=O)S[C@H]21 (stereo not given in full)	2.4%
CCCOC(=O)c1ccc(NC(=O)Cc2csc(C)n2)cc1	2.4%
COC(=O)c1cc(NC(=O)c2sc3ccccc3c2Cl)cc(C(=O)OC)c1	0.6%
CCCN1Cc2cccc(C(=O)Nc3cc(C)cc(C)c3)c2C1=O	5.6%

(more compounds)
mol	TbPYK inhibitor
COc1ccc(OC)c(NC(=O)CSc2ccc(-c3cccs3)nn2)c1	?
COc1ccc(-c2noc(CSc3nnc(-c4ccncc4)n3-c3ccc(C)c(C)c3)n2)cc1	-6.5%
CCOc1cccc(CC(=O)NCc2ccc3c(c2)CCN3C(C)=O)c1OCC	4.8%
O=S(=O)(NCc1ccccc1Cl)c1ccc(N2CCCCS2(=O)=O)cc1	0.0%
O=C(Cc1ccc(Cl)cc1)NCC(c1cccs1)S(=O)(=O)c1ccc(F)cc1 (stereo not given)	0.4%
COc1ccc(OC)c(NC(=O)CCc2c(C)nc3c(-c4ccccc4)c(C)nn3c2C)c1	-1.9%
CCOc1ccccc1C(=O)N1CCc2cc(OC)c(OC)cc2C1COc1ccc2c(C)cc(=O)oc2c1 (stereo not given)	-5.4%
O=C(NCCc1ccccc1)c1nc(-c2ccc(Cl)cc2)n2c1CCCCC2	1.0%
Cc1noc(C)c1C(=O)N1CCC2(CC1)CN(c1cccc(-c3ccccc3)c1)C2	1.4%
CCCCSc1nnc2c(n1)OC(c1ccc(Br)s1)N(C(C)=O)c1ccccc1-2 (stereo not given)	6.6%
COC(=O)c1c(NC(=O)c2nc(SC)ncc2Cl)sc2c1CCCC2	-5.8%
CCCSC1=NC2(CCN(C(=O)NC3CCCCC3)CC2)N=C1c1ccc(C)cc1	5.6%
Cc1cc(F)ccc1S(=O)(=O)Nc1ccc2c(c1)CCCN2C(=O)c1cccs1	-0.8%
COc1ccc(C)cc1NCc1nnc2n1CCCCC2	2.4%
COCc1cc(C)nc2sc3c(c12)NC(c1ccc(NC(C)=O)cc1)N(c1ccc(C)cc1)C3=O (stereo not given)	0.2%
O=c1oc2c(CN3CCCC3)c(O)ccc2cc1-c1ccccc1	5.9%
